Screens (PubChem)
GAA glycogen: alters human alpha-glucosidase cleavage of glycogen; AID 2100; Potency, µM (titrated, usually from 76.4 µM), for the others: top-dose activity change, negative = inhibition, actives largely listed as inhibitors; 300,000 compounds, 0.38% hits; recombinant GAA, glycogen substrate, Amplex Red glucose oxidase fluorescence;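 note: 0% = full enzyme reaction and -100% = no-enzyme basal signal; the screen sought inhibitors and activators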
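Natural-substrate format: glycogen cleavage by 4 nM human enzyme, glucose read by Amplex Red coupling (Ex 573, Em 610 nm). Normalized to enzyme and no-enzyme controls.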
SMN2 splice enh: enhancers of SMN2 splice variant expression; HEK293 SMN2-luciferase splicing reporter, luminescence, 30-36 h; AID 1458; Potency, µM (highest dose often 46.1 µM), inactives show top-dose activity change, positive = activation, actives largely listed as activators; 210,000 compounds, 2.8% hits; note: % of control where 0% means no effect; nearly all actives have a fitted effect of over 55% in size
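qHTS luciferase splicing reporter: luminescence rises when SMN2 exon 7 is included in transfected HEK293 cells. Compound exposure lasted 30-36 h at 37C, with 4.5 mM final sodium butyrate as control, followed by a ONE-Glo read.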
GAA inh: inhibitors of human lysosomal alpha-glucosidase; P10253; purified human GAA, 4-MU-alpha-glucoside fluorescence; Potency, µM (series often up to 76.9 µM), without a hit: at the highest dose activity change, negative = inhibition, usual class: inhibitors; 200,000 compounds, 0.005% hits; AID 1466;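 note: plate controls were uninhibited enzyme wells for no effect and no-enzyme background for full effect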
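Read-out is 4-methylumbelliferone fluorescence (Ex 365/Em 440 nm) after NaOH/glycine stop at pH 10. Enzyme 4 nM, substrate 400 uM, pH 5.0 citrate buffer, 20 min room temperature; AC50 from Hill-equation concentration-response.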
GAA spleen mod: lysosomal alpha-glucosidase (human) modulation | P10253 | human spleen homogenate, 4-MU-alpha-glucoside fluorescence | Potency, µM (top dose mostly 79.9 µM), for the others: at the top dose activity change, negative = inhibition, hits mostly inhibitors | 240,000 compounds, 0.006% hits | AID 2112;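 note: 0% = enzyme with vehicle and -100% = no enzyme basal signal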
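AC50 values come from Hill-equation fits of concentration-response data, normalized to no-enzyme and full-activity controls. Enzyme source: 1 ug human spleen homogenate; 1 mM fluorogenic 4-MU glucoside, pH 5.0 citrate buffer, 37 C, 40 min.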
GLA spleen mod: alpha-galactosidase A (human) modulation | P06280 | human spleen homogenate, 4MU-alpha-Gal fluorescence, 40 min | Potency, µM (doses to about 80 µM), without a hit: at the top dose activity change, negative = inhibition, hits mostly inhibitors | 240,000 compounds, 0.008% hits | AID 2107;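 note: 0% = enzyme with vehicle and -100% = no enzyme basal signal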
Target sequence (P06280 32-429 limits assumed): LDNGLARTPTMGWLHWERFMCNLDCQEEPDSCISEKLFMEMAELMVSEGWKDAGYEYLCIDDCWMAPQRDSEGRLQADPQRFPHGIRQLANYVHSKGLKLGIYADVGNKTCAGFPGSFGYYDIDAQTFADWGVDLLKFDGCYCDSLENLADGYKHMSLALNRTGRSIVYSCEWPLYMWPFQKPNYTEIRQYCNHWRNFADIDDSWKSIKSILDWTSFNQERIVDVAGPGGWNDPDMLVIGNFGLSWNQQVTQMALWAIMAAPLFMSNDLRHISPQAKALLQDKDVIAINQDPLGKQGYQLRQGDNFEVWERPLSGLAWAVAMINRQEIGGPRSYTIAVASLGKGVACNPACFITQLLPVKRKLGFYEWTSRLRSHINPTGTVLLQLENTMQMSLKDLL
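Human spleen homogenate (1 ug) as enzyme source, 4-methylumbelliferyl-alpha-D-galactopyranoside 1 mM final, citrate/phosphate pH 5.0 with 0.01% Tween-20. Compounds 40 min at 37C, NaOH/glycine stop; fluorescence Ex 365/Em 440, Hill-fit AC50.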
JMJD2E inh: inhibitors of human JMJD2E histone demethylase | Potency, µM (highest dose often 57.1 µM), inactives show top-dose activity change, negative = inhibition, hits mostly inhibitors | 230,000 compounds, 1.6% hits | JMJD2E catalytic domain, FDH-coupled NADH fluorescence (FDH is formaldehyde dehydrogenase) | AID 2147; active = well fitted inhibition curve with a large enough effect, not every such curve was filed as active; inconclusive = small, poorly fitted or top-dose-only effect, or another doubt; inactive = no such curve, though single readings can be large or run the other way;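 note: 0% = wells with enzyme and -100% = buffer wells without enzyme; nearly all actives have a fitted effect of over 50% in size; many of its hits are not listed in these tables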
Target sequence (B2RXH2 1-337 limits assumed): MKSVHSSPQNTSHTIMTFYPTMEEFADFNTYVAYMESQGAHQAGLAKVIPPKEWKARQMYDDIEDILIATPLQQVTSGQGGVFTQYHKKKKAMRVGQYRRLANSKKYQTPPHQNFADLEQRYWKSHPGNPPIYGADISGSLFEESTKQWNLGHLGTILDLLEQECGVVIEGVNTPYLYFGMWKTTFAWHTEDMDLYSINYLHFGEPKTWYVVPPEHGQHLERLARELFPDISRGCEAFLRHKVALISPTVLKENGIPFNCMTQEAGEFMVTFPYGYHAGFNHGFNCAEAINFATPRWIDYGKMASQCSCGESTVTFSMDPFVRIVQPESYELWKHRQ
ALDH1A1 inh: ALDH1A1 (human) enzyme inhibition | Purified ALDH1A1, NADH fluorescence, propionaldehyde substrate | Potency, µM (titrated, usually from 75.3 µM), without a hit: at the top dose activity, negative = inhibition, actives largely listed as inhibitors | P00352 | 220,000 compounds, 7.3% hits; active = well fitted inhibition curve with a large enough effect, not every such curve was filed as active; inconclusive = small, poorly fitted or top-dose-only effect, or another doubt; inactive = no such curve, though single readings can be large or run the other way;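 note: plate controls were no enzyme wells and a reference inhibitor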
RGS12 GoLoco inh: RGS12 GoLoco-Gai1 interaction inhibition | P63096 | Gai1:RGS12 GoLoco peptide FP, rhodamine, 10 min | Potency, µM (titrated, usually from 61.6 µM), for the others: at the top dose activity, negative = inhibition, most hits filed as inhibitors | 230,000 compounds, 0.44% hits | AID 880; active = well fitted inhibition curve with a large enough effect, not every such curve was filed as active; inactive = no such curve, though single readings can be large or run the other way; note: % is set by controls: 0 for no effect and ±100 for the full control effect; nearly all actives have a fitted effect of over 30% in size; many of its hits are not listed in these tables
Target sequence (P63096 whole entry, looked up): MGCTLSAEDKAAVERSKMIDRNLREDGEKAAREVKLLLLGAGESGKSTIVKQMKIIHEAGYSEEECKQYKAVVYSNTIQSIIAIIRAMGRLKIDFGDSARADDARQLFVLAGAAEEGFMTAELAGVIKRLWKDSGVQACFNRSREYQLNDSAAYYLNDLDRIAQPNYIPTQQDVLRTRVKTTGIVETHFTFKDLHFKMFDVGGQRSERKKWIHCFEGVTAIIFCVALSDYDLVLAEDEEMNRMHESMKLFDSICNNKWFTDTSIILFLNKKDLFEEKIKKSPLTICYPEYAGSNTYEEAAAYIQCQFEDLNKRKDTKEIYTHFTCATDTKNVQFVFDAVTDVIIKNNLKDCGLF
The depositor's hits bear a star; ? = inconclusive; . = not tested or not shown; & = joins results of further samples; [ ] = remark or other dose. Unless noted, calls come from the whole dose curve; as a rule, active = well fitted curve in the direction sought with a large enough effect; inconclusive = small, poorly fitted or top-dose-only effect, or another doubt; inactive = no such curve, though single readings can be large; an effect the other way counts as inactive or inconclusive. Potency is the fitted concentration of half-maximal effect.

Start of the data: the first 2 records, ahead of the listing:
Order of results – GAA glycogen, SMN2 splice enh, GAA inh, GAA spleen mod, GLA spleen mod, JMJD2E inh, ALDH1A1 inh, RGS12 GoLoco inh
Cn1c(=O)c2c(nc(NNC(=O)C(F)(F)F)n2C)n(C)c1=O
→ ?, -1%, -1%, 6%, -2%, -26%, 11%, -10%
C#CCOCCOCCOCCNc1nc(N2CCN(C(=O)Cn3cc(CCCCN)nn3)CC2)nc(N2CCN(C(=O)Cn3cc(CC(C)O)nn3)CC2)n1 (configuration not stated)
→ 6%, -21%, ?, -7%, 5%, ?, 3%, -1%

The whole of this part, from the first entry:
Order of results – GAA glycogen, SMN2 splice enh, GAA inh, GAA spleen mod, GLA spleen mod, JMJD2E inh, ALDH1A1 inh, RGS12 GoLoco inh
Cn1c(=O)c2c(nc(NNC(=O)C(F)(F)F)n2C)n(C)c1=O
→ ?, -1%, -1%, 6%, -2%, -26%, 11%, -10%
C#CCOCCOCCOCCNc1nc(N2CCN(C(=O)Cn3cc(CCCCN)nn3)CC2)nc(N2CCN(C(=O)Cn3cc(CC(C)O)nn3)CC2)n1 (configuration not stated)
→ 6%, -21%, ?, -7%, 5%, ?, 3%, -1%
O=C(CP(=O)(c1ccccc1)c1ccccc1)Nc1cccc(CP(=O)(c2ccccc2)c2ccccc2)c1
→ 5%, ., ., 1%, 1%, -2%, ., 2%
O=C1C2C3CCC(C3)C2C(=O)N1Cc1ccco1 (configuration not stated)
→ -2%, -8%, 4%, -6%, -1%, 0%, 12µM*, 9%
COCCCN=Cc1c(C)[nH]n(-c2ccc(Br)c(C)c2)c1=O
→ 9%, 2.8µM*, -5%, 4%, 1%, 9%, -8%, 1%
O=S(=O)(Nc1ccc2c(c1)oc1ccccc12)N1CCCC1
→ -7%, 6%, ?, 1%, -5%, ?, -7%, 6%
C/C(N)=C(/C#N)C(=O)COC(=O)c1cc(-c2ccc(C)cc2)nc2ccccc12
→ 10%, ?, -2%, -5%, -3%, -2%, ?, -10%
COc1ccc(CC(=O)Nc2ccc(-c3nnc(-c4ccccc4)o3)cc2)cc1OC
→ 7%, 5%, -2%, -11%, 11%, ?, 3.5µM*, 24%
Cc1ccc(C)c(N(C)S(=O)(=O)c2ccc3[nH]cc(C(=O)NCCN4CCOCC4)c(=O)c3c2)c1
→ 2%, 0%, -6%, -13%, 5%, -9%, ?, 3%
CCOC(=O)N1CCC(N(CCN(C)C)C(=S)Nc2cc(Cl)ccc2C)CC1
→ 3%, -75%[inhibitor], 3%, 2%, -1%, 9%, 4%, -4%
CSC1=NC(C(Cl)(Cl)Cl)N=C(c2ccc(C)cc2)N1 (configuration not stated)
→ -1%, -15%, 3%, -9%, -5%, -1%, ?, 6%
COc1ccc(OC2C(=O)N(Cc3ccc(F)cc3)C2c2ccc(OC)c(OC)c2)cc1 (configuration not stated)
→ -19%, -2%, -3%, -6%, 3%, -7%, ?, 11%
N/C(=N\OC(=O)c1ccco1)c1ccc(Cl)cc1
→ -1%, ., 7%, 1%, -9%, 12%, -8%, 10%
O=C(CSc1ccc(-c2cccnc2)nn1)N1CCCCCC1
→ 12%, -6%, 2%, 6%, 2%, -5%, -11%, 7%
O=C(Nc1nc2cc3c(cc2s1)OCO3)C1CC1
→ 3%, ., ., -1%, 6%, ?, ., -9%
O=C(CC1SCCNC1=O)Nc1cc(Cl)cc(Cl)c1 (configuration not stated)
→ -12%, ?, 3%, -4%, -11%, -8%, -13%, 2%
COc1ccccc1NC(=O)CSc1nnc(Cn2cnc3ccccc32)o1
→ 20%, -12%, ?, -5%, -7%, -1%, -4%, 13%
CO[C@@H]1[C@@H]2OP(=O)(O)OC[C@H]2O[C@H]1n1c(Sc2ccc(Cl)cc2)nc2c(N)ncnc21
→ ., ., ., 9%, -8%, ., 2%, 14%
Nc1ccccc1CNc1nc(NCCO)nc2c1ncn2CCN1CCOCC1
→ 3%, ., ., 1%, 0%, -4%, ., 4%
COC(=O)Cn1ncn2cccc2c1=O
→ 8%, -13%, -1%, -2%, -5%, 8%, 8%, -2%
COc1ccccc1-c1noc(CCC(=O)Nc2ccccc2Cl)n1
→ 3%, 0%, ?, -7%, -4%, -24%, 28µM*, -11%
O=S(=O)(Cc1ccccc1)N1CCCCC1
→ 7%, -2%, -9%, 0%, 1%, -11%, -4%, 13%
COc1ccc(CN2C(=O)c3ccccc3C(/C=N\OCc3ccc(F)cc3)C2=O)cc1 (configuration not stated)
→ -15%, -52%[inhibitor], 1%, -6%, -2%, ?, -8%, 64%[activator]
CCN(CC)C(=S)SCC(=O)Nc1nc(=O)c2ccccc2s1
→ 7%, 12%, -1%, -3%, -12%, -26%, ?, -5%
CCOC(=O)NC(Nc1ccc(S(N)(=O)=O)cc1)(C(=O)OCC)C(F)(F)F (configuration not stated)
→ 4%, ., -2%, -6%, 6%, 1%, 8%, 3%
Clc1ccc(C(c2nnnn2C2CCCCC2)N(Cc2cccnc2)Cc2ccco2)cc1 (configuration not stated)
→ -6%, -42%[inhibitor], -10%, 9%, 11%, -4%, -1%, 3%
O=C(COc1ccc(Cl)cc1Cl)N/N=C/c1ccc(OC2OC(CO)C(O)C(O)C2O)cc1 (configuration not stated)
→ 3%, ., ., 4%, 2%, 8%, ., 8%
Clc1ccc2nc(-c3ccccc3)c(CN3CCOCC3)n2c1
→ 7%, 4%, 5%, 5%, -2%, -18%, -2%, 0%
NC(CSCc1cccc(Br)c1)C(=O)O (configuration not stated)
→ -2%, 3%, -4%, -2%, 0%, -3%, -11%, -2%
CC1C2CCC3C4CC=C5CC(N(C)C)CC[C@@]5(C)C4CC[C@@]32CN1C (some centres not stated)
→ ., 1%, ., -2%, 4%, -3%, 0%, 4%
Nc1nc(NCCO)nc(NCC2CCCO2)c1[N+](=O)[O-] (configuration not stated)
→ 1%, 17%, -1%, -17%, -2%, 4%, -5%, 3%
C(=C\c1ccco1)/c1nc2ccccc2[nH]1
→ 1%, ., -6%, -5%, -5%, 10%, ?, 146%[activator]
O=[N+]([O-])c1cc(F)c(N2CCOCC2)cc1N1CCCCC1
→ 11%, -19%, -5%, -7%, -1%, 4%, 14µM*, 2%
N#CCc1cnc2ccccc2n1
→ -5%, ., ., 0%, -2%, -11%, ., 15%
O=C1CN2CCC1C/C2=C\c1ccnc2c(Cl)cccc12 (configuration not stated)
→ 1%, ., ., 7%, 7%, -14%, ., 12%
O=C(c1cccc(F)c1)N1CCC2(CC1)CN(c1ccncc1)C2
→ ., -6%, ., 0%, -3%, ., -10%, -4%
O=C(O)CCC/C=C\C[C@@H]1C(/C=C/[C@@H](O)COc2cccc(C(F)(F)F)c2)[C@@H](O)C[C@@H]1O (some centres not stated)
→ ., 3%, ., -2%, 0%, ., 3%, 7%
OC[C@H]1OC(Nc2ccc(N=Nc3ccccc3)cc2)[C@@H](O)[C@@H](O)[C@@H]1O (some centres not stated)
→ 2%, ., ., -6%, 5%, -10%, ., 8%
Clc1ccc(-c2nnc3n2CCCS3)cc1
→ 3%, -15%, -6%, 4%, 6%, 2%, 1%, 8%
NC(=O)NC(c1ccccc1)c1cccc2ccccc12 (configuration not stated)
→ ?, -3%, -13%, 0%, 4%, 1%, ?, 7%
COc1cc2c(cc1OC)C(C1(O)CCCCC1)NCC2 (configuration not stated)
→ 0%, ., 3%, -5%, 4%, -8%, 2%, 12%
CCCCC/C=C\C/C=C\C/C=C\C/C=C\CCCCCC(=O)O
→ ., -1%&9%, ., -4%&-3%, -2%&-4%, ?, -3%, 6%&-2%
CCn1c(SCC(=O)Nc2ccccc2)nnc1-c1cccs1
→ -1%, ., ., 0%, 5%, -3%, ., 6%
CC1CCc2c(sc3ncn(CC(=O)N=Nc4c(O)[nH]c5ccccc45)c(=O)c23)C1 (configuration not stated)
→ -3%, ., ., 0%, 13%, 10%, ., 6%
CCOCCCNC(=O)Cn1cnc2sc(C)c(S(=O)(=O)N3CCN(c4ncccn4)CC3)c2c1=O
→ -1%, -29%, 6%, 5%, -2%, ?, -2%, -3%
C=CCn1c(SCC(N)=O)nnc1-c1cc(Br)ccc1O
→ -5%, 7%, 1%, 2%, 4%, 12%, 15%, -9%
c1ccc2c(c1)nc1n2C2(N3CCOCC3)CCCC2C1N1CCOCC1 (configuration not stated)
→ -27%, 8%, -25%, -13%, -5%, ?, ?, 59%[activator]
S=C(NCc1ccccc1)N1CCc2ccccc2C1
→ 2%, ., -7%, 4%, -3%, 4%, -2%, -1%
O=C(O)CCCC(=O)N1CCN(c2ncccn2)CC1
→ 0%, ., 2%[15.4 µM], -13%, 7%, -18%, -2%, 4%
Cc1ccc(S(=O)(=O)Nc2ccc3c(c2)n(C)c(=O)n3C)c(C)c1
→ 12%, ., 6%, 3%, 4%, 2%, -8%, 0%
O=C(c1cc(-c2ccccc2)nc2ccccc12)N1CCCc2ccccc21
→ 10%, -12%[1.84 µM], -9%, 12%, 6%, -6%, -1%, 4%
COC(=O)c1c(C)oc2c1cc(NS(=O)(=O)c1cccs1)c1ccccc12
→ -3%, 4%, 0%, -11%, -3%, -4%, 7.9µM*, 13%
O=C(Nc1ccc(CN2CCS(=O)(=O)CC2)cc1)c1ccc(F)cc1
→ 4%, ., -8%, -2%, 3%, 3%, 6%, -2%
CC(C)(C)NC(=O)NC(=O)CN1CCC(Cc2ccccc2)CC1
→ -4%, -31%[inhibitor], 0%, 5%, -1%, -24%, ?, 2%
COc1cc2c(C#N)c(N3CCOCC3)nc(N)c2c(N)n1
→ -4%, 37%, ?, -1%, 0%, ?, ?, 18%
O=C(O)CCC(=O)NCC(=O)c1ccc(F)cc1
→ -7%, ., ., -6%, -2%, 1%, ., 5%
CCNC(=S)N1CCN(CCN=CC2=C(O)CC(c3ccco3)CC2=O)CC1 (configuration not stated)
→ 2%, -12%, -8%, -15%, -22%, 4%, -12%, 6%
CCCS(=O)(=O)C(=C1NCCO1)S(=O)(=O)CCC
→ -4%, -9%, 5%, 7%, -2%, 4%, -104%, 8%
CC(C)N(C(=O)CC1ON(C)C(=O)N1c1ccc(Cl)cc1)C(C)C (configuration not stated)
→ -1%, -9%, -8%, ., 6%, 0%, 11%, 52%[activator]
Cc1nnc(C)n1/N=C/C=C/c1ccccc1
→ -5%, 7%, 2%, -5%, 2%, -4%, 6%, -6%

This is a subset; the hit share may differ from the screen's.
